Screening data: PubChem BioAssay, several laboratories
IMP-1 inh: inhibitors of Pseudomonas aeruginosa IMP-1 metallo-beta-lactamase; purified IMP-1, nitrocefin hydrolysis, epi-absorbance fluorescence; inhibition, % at 5.6 µM; 290,000 tested, 0.45% active; AID 1556;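 active = inhibition above the mean plus 3 SD of all compounds in the same screening run, cut at about 4.5% in these data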;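 note: 0% = IMP-1 with DMSO and 100% = DMSO wells lacking enzyme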
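System: purified IMP-1; amount: IMP-1 0.2 nM before substrate addition; compound: single dose, 5.6 µM; times: 25 °C, 15 min preincubation, 25 min reaction; signal: Epi-absorbance via hydrolysed-nitrocefin quenching of white-plate fluorescence, 480/530 nm, EDTA stop; benchmarks: DMSO with and without IMP-1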
PHOSPHO1 inh: inhibitors of human PHOSPHO1 phosphatase. inhibition, % at 13.3 µM. 290,000 tested, 1.1% active. Q8TCT1. recombinant PHOSPHO1, absorbance phosphatase assay. AID 1565; in the data active = inhibition above about 60%
MEKK3 PB1 HTS: modulators (inhibitors or enhancers) of MEK5 binding to human MEKK3 PB1 domain; Q99759; bead-based flow cytometry, Alexa488-MEK5 binding to MEKK3; actives lie on both sides; 0 = blocked by unlabeled MEK5, 100 = vehicle; AID 1529; 290,000 tested, 1.4% active; binding response (% of control), % at 10 µM;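 active = binding response more than 3 SD above or below the average of its plate-row segment, actives on both sides; inconclusive = wells at one plate position flagged as instrument error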;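 note: Alexa488 bead fluorescence after subtracting the streptavidin-only scavenger bead signal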
HCV NS3 hel inh: blocks Hepatitis C virus NS3 helicase unwinding; NS3 helicase DNA unwinding, Cy5 molecular beacon fluorescence; inhibition, % at 10.9 µM; 290,000 tested, 0.56% active; AID 1800;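 active = inhibition above the mean of all tested compounds plus 3 SD, set per campaign, cut at about 35% in these data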;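 note: 0% = DMSO wells and 100% = thioflavine S control wells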
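System: Hepatitis C virus NS3 helicase domain fragment enzyme | Reagent: Annealed dual-labelled DNA beacon duplex, ATP-started | Compound dosing: 10.9 µM single point, 0.8% DMSO | Incubation: 1 h reaction at 25 °C, ATP-initiated | Technique: Cy5 fluorescence | Evaluation: Percent inhibition from t60/t0 fluorescence ratio | Benchmarks: Low DMSO, high thioflavine S at 110 µM | Replication: Singlicate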
p-CIP stab down: p/CIP protein destabilization | AID 1984 | 290,000 tested, 0.01% active | F442A p/CIP-EGFP cells, EGFP fluorescence, 16 h | decrease of EGFP signal, % at 10 µM | Q05BA5;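 active = EGFP signal decrease of at least 30% at 10 µM or well 3 SD below plate mean, unless failing retest; inactive = the rest, including hits failing retest or dose response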; note: some compounds called inactive have numbers as strong as hits; many of its hits are not listed in these tables
Target sequence (Q05BA5 1-1403): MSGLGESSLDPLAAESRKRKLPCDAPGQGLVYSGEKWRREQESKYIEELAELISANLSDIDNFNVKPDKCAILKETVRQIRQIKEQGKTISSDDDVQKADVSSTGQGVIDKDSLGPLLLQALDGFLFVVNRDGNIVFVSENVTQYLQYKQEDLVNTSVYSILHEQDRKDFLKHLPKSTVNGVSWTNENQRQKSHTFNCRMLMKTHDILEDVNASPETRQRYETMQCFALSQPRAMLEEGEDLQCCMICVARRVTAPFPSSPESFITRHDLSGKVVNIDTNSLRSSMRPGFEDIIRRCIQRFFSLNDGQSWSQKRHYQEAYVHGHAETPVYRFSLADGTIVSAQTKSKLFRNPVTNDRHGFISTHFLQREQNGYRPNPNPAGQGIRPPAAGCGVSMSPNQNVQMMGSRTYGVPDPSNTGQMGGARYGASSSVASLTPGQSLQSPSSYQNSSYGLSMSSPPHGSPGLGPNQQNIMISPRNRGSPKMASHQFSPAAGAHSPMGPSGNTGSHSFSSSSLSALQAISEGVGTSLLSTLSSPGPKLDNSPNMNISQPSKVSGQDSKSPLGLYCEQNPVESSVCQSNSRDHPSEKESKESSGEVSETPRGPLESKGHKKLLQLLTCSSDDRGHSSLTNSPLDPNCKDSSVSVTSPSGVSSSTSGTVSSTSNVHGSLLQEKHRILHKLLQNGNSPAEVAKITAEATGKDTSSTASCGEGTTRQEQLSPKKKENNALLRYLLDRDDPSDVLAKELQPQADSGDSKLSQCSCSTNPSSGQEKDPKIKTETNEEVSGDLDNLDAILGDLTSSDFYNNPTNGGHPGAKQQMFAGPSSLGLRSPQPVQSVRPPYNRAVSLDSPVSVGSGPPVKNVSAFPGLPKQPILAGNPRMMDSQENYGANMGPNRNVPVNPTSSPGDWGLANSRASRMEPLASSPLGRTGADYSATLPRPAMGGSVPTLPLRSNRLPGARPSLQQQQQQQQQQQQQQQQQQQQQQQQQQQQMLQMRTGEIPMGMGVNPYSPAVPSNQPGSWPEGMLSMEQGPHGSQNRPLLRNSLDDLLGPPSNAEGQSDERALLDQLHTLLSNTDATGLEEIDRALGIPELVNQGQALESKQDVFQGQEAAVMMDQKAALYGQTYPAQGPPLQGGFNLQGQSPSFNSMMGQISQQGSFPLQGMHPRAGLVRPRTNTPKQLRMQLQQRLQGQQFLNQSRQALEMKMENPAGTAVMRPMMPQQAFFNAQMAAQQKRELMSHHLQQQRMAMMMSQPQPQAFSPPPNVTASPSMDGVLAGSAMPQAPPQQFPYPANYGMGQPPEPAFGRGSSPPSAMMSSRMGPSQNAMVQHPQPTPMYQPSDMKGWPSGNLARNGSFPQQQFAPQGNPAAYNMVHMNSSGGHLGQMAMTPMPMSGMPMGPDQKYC
VIM-2 inh: blocks Pseudomonas aeruginosa VIM-2 metallo-beta-lactamase | purified VIM-2, nitrocefin hydrolysis, epi-absorbance fluorescence | inhibition, % at 5.6 µM | 290,000 tested, 0.89% active;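 active = inhibition above the mean of all tested compounds plus 3 SD, cutoff set per screening run, cut at about 7.5% in these data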;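 note: red hydrolysis product quenches plate fluorescence so inhibitors raise well fluorescence; 0% = enzyme with DMSO and 100% = DMSO without enzyme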
IDE cell activ: boosts human insulin-degrading enzyme activity in HEK cells. activation, % at 5.96 µM. FAbeta-B cleavage, fluorescence polarization; 0% vehicle, 100% cell-free pure enzyme wells. 340,000 tested, 0.073% active. P14735. AID 493087;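 active = activation above the mean of all tested compounds plus 3 SD, set per screening campaign, cut at about 17% in these data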
UBC9 SUMO inh: inhibitors of human SUMOylation (UBC9); P63279; HTRF SUMOylation assay, SAE1/SAE2 + UBC9, in vitro; inhibition, % at 35 µM; 290,000 tested, 0.36% active; in the data active = inhibition above about 50%, passing the limit was not always enough; inconclusive = no clear call, values can overlap the other calls; note: strong numbers were not always called active
FID counter: displaces DNA intercalator in HCV helicase counter-screen. DNA fluorescent intercalator displacement, fluorescence. inhibition, % at 7.9 µM. 290,000 tested, 0.17% active. AID 1845; in the data active = inhibition above about 37%;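 note: 0% = vehicle and 100% = reference compound; higher means more ethidium bromide displaced from hairpin DNA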
* hit, by the source's call; ? = inconclusive; · = no result given; [ ] = remark or other dose.

SMILES | IMP-1 inh | PHOSPHO1 inh | MEKK3 PB1 HTS | HCV NS3 hel inh | p-CIP stab down | VIM-2 inh | IDE cell activ | UBC9 SUMO inh | FID counter
CC(C)CCn1c(Sc2nc3ccccc3o2)nc2c1c(=O)[nH]c(=O)n2C | -3.3 | -10 | 101 | 3 | -4 | -4.2 | -1 | 12 | -20
COc1ccc(-n2c(SCc3cccnc3)nc3c(c2=O)SCC3)cc1OC | 2.5 | 12 | 82 | 6 | 8 | 0.5 | 6 | 18 | -33
O=C(O/N=C\c1ccc(N2CCCCC2)c([N+](=O)[O-])c1)c1ccc(Cl)cc1Cl | -2.0 | 32 | · | -2 | -15 | 0.5 | 1 | -8 | -1
CCCCn1nc(C(=O)NNC(=O)c2ccncc2)c2ccccc2c1=O | -2.4 | 25 | 98 | -1 | -12 | -2.3 | 2 | 10 | -10
CN(C(=O)c1cc2ccccc2cc1O)C1CCCCC1 | -1.2 | 14 | 103 | 12 | -10 | -1.6 | 0 | 12 | -31
CCOC(=O)CNC(=O)CCCCCC(=O)NCC(=O)OCC | -3.5 | 5 | 105 | 1 | 1 | -3.2 | 10 | 17 | 4
CC(C)C(OC(=O)c1cccs1)C(=O)NCc1ccco1 (stereo not given) | -3.2 | -27 | 104 | 9 | 0 | -5.5 | 7 | 24 | -5
CCCSc1nc2c(c(=O)n1CC)SC(C)C2 (stereo not given) | -3.8 | 0 | · | -1 | -8 | 1.1 | 5 | -2 | -9
O=C(Cc1cn(Cc2cccc(Cl)c2)c2ccccc12)N1CCCCCC1 | -3.2 | -9 | 104 | 3 | -4 | -2.6 | 4 | -3 | -25
COc1ccc(C(=O)N2CCC(C(=O)O)CC2)cc1 | -2.9 | -4 | 97 | 4 | -1 | -1.7 | 1 | 11 | 2
C=CCN(CC=C)S(=O)(=O)c1ccc(NC(=S)NC(=O)c2ccco2)cc1 | -0.8 | -43 | 102 | 9 | -9 | 0.8 | 6 | 11 | -8
CCN(CC)C(=O)COc1ccc(-c2nnc(N3CCCCC3)c3ccccc23)cc1 | -3.5 | 6 | 108 | -10 | -13 | -1.8 | 3 | 23 | -33
CSCCC(NC(=O)c1ccc(Cl)cc1)C(=O)NC(C)(C)C (stereo not given) | -3.5 | 4 | 101 | 3 | 2 | -4.0 | 3 | -2 | -6
O=C1CS/C(=N/N=C/c2ccccc2)N1c1ccc(O)cc1 | 1.9 | 39 | 103 | -7 | 5 | 0.7 | 8 | 2 | -6
O=C(NCc1ccco1)NC1CCCCC1 | -2.7 | 13 | 111 | 7 | 0 | -1.9 | 5 | -4 | -3
Cc1ccc(C(=O)COC(=O)c2ccncc2)cc1[N+](=O)[O-] | -1.7 | 16 | 52*[inhibitor] | 6 | 1 | -2.6 | -5 | -10 | -2
CC(=O)c1c(C)n(-c2ccc(Br)cc2)c2ccc(O)cc12 | -1.5 | 9 | 99 | -10 | 1 | 1.9 | 4 | 16 | -8
N#CC1=C(N)SC(N)=C(C#N)C1Cc1ccccc1 | 2.3 | 1 | 87 | 31 | -15 | -0.3 | -7 | -13 | -2
COc1nc(NCc2ccc(Cl)cc2)nc(OC)n1 | -5.2 | 1 | 90 | -3 | 0 | -3.3 | 2 | 2 | -7
O=c1cc(CSc2ccccc2)nc(-c2ccncc2)[nH]1 | -1.3 | 28 | 46*[inhibitor] | 0 | 0 | 0.3 | 3 | 8 | -1
CCOC(=O)CSc1ncc(-c2ccccc2)cn1 | -0.7 | 7 | 102 | -1 | 11 | -3.8 | -6 | 3 | -6
CC1C2CC(CC1(C)C)N(C(=O)Nc1ccc3nccnc3c1)C2 (stereo not given) | -0.9 | 11 | · | 0 | -10 | 1.7 | -2 | 10 | -20
COc1ccc(CCNS(=O)(=O)CC23CCC(CC2=O)C3(C)C)cc1OC (stereo not given) | -2.5 | 30 | 114 | -1 | -4 | -2.0 | 4 | 9 | -16
CC(=O)NS(=O)(=O)c1ccc(N2C(=O)CC(Sc3nccc(C)n3)C2=O)cc1 (stereo not given) | -1.8 | -33 | 101 | -20 | 4 | 0.5 | -1 | 2 | 1
CCOc1cc(N2CCOCC2)c(OCC)cc1NC(=S)NCCCOC | -2.2 | 24 | 106 | -1 | -2 | -0.3 | -2 | 32 | -13

3 entries from above, arranged by the number in PHOSPHO1 inh, largest number first.
| structure | PHOSPHO1 inh |
| --- | --- |
| CC(=O)c1c(C)n(-c2ccc(Br)cc2)c2ccc(O)cc12 | 9 |
| CCOC(=O)CSc1ncc(-c2ccccc2)cn1 | 7 |
| CCN(CC)C(=O)COc1ccc(-c2nnc(N3CCCCC3)c3ccccc23)cc1 | 6 |

Next structures follow:
SMILES | IMP-1 inh | PHOSPHO1 inh | MEKK3 PB1 HTS | HCV NS3 hel inh | p-CIP stab down | VIM-2 inh | IDE cell activ | UBC9 SUMO inh | FID counter
COc1cccc(OCc2nnc(SCC(=O)OCc3ccccc3)o2)c1 | -3.9 | 17 | 97 | 1 | -16 | -0.8 | 8 | 9 | -24
O=C(CCN1C(=O)C2C3CCC(C3)C2C1=O)Nc1ccc(Cl)cc1Cl (stereo not given) | -2.3 | 27 | 103 | 0 | 6 | -0.1 | 6 | 7 | -11
COc1ccc(-c2cnn3c(N)c(S(=O)(=O)c4ccccc4)cnc23)cc1 | -1.9 | 14 | 102 | -2 | -3 | -3.3 | 1 | 7 | 1
Cc1ccc(NS(=O)(=O)c2ccc(Cl)c(C(=O)O)c2)cc1S(=O)(=O)N1CCOCC1 | -2.1 | 1 | 104 | -5 | 0 | -2.6 | 5 | -14 | -27
O=C(Oc1c(Cl)cc(Cl)c2cccnc12)c1cccc([N+](=O)[O-])c1 | -2.3 | -9 | 106 | 0 | -4 | 0.0 | 3 | -10 | 2
CCCC(O)(CCN1CCOCC1)c1ccc(Br)cc1 (stereo not given) | -4.0 | -4 | 92 | 1 | -10 | -0.1 | 5 | 23 | 3
CC(C)(C)OC(=O)NCc1ccc(NC(=O)c2nc[nH]c2C(=O)N[C@@H](Cc2ccccc2)C(=O)OCc2ccccc2)cc1 | · | -17 | 93 | · | -17 | · | 0 | -2 | ·
Nc1nc(NCC(=O)O)nc(N2CCCCCC2)c1[N+](=O)[O-] | 2.5 | 23 | 106 | 0 | -1 | 1.1 | 3 | 20 | -4
S=c1[nH]nc(-c2cccnc2)n1/N=C/C=C/c1ccco1 | -1.7 | -86 | 102 | 19 | -3 | 5.0 | 0 | 61 | -12
COc1ccc(C(=O)Nc2ccccc2C(=O)NC(Cc2ccc(O)cc2)C(=O)NNC(=O)c2ccccc2)cc1 (stereo not given) | -3.3 | -9 | 99 | -2 | -3 | -5.9 | -4 | 8 | -44
CC(C)[C@H](NC(=O)N1CC(=O)Nc2ccccc21)C(=O)N[C@@H](Cc1ccccc1)C(=O)O | -1.6 | 13 | 99 | 1 | -3 | -0.2 | 1 | 5 | -17
COC(=O)N1C(=O)[C@@](c2ccccc2)(C2CCCCC2)N1C(=O)OC | -2.6 | 31 | 102 | -16 | -6 | -0.2 | 2 | 0 | -28
CCCCOC(=O)CCc1nc2ccccc2[nH]1 | -4.2 | -7 | 100 | -3 | -10 | -4.1 | -3 | 19 | 5
CC1CCN(S(=O)(=O)c2cn(CC(=O)N3CCN(C)CC3)c(=O)c3ccccc23)CC1 | -0.7 | -42 | 107 | -14 | -6 | -2.3 | 3 | 21 | 20
c1ccc(CNc2ccc3ccccc3n2)nc1 | -0.6 | 30 | 102 | 6 | -10 | 5.5 | -1 | 10 | 2
CCCNC(=O)COc1coc(CN2CCN(c3ccccc3F)CC2)cc1=O | -3.0 | 41 | 105 | 0 | -11 | -3.4 | 5 | · | -23
C/C(=N/N=C(\C)c1ccccc1O)c1ccccc1O | -1.5 | 9 | 104 | 4 | 10 | -2.2 | -1 | ? | -2
CCOc1ccc(-c2cnc(NCc3cccc4ccccc34)n2CCOC)cc1 | -2.5 | 24 | 117 | -71 | -3 | -0.3 | 7 | 24 | 13
Cn1ccnc1/C(=N\NC(=O)c1ccc(O)cc1)c1cccc([N+](=O)[O-])c1 | -2.9 | 28 | 93 | -11 | -12 | -4.1 | -2 | 12 | -2
CC(=O)c1cccc(NC(=O)c2nc(-c3ccccc3)oc2C)c1 | -1.7 | 2 | 100 | 1 | -11 | 0.1 | 7 | 6 | -29
COc1ccc(/C=N/Nc2nc(N3CCCC3)nc(N3CCCC3)n2)cc1O | -2.7 | 20 | 105 | -16 | -13 | -1.6 | 1 | 14 | -25
CCOC(=O)c1cc(C(=O)Nc2ccc(C)c(F)c2)nn1C | -1.5 | 3 | 102 | 2 | -1 | -3.3 | 1 | 10 | -12
Cc1cc(Cl)ccc1NC(=S)NCc1cccs1 | -1.9 | 4 | 103 | 2 | -15 | -2.3 | 5 | -5 | -2
CC1CCCCC12NC(=O)N(CC(=O)OCC(=O)c1ccc(OC(F)F)cc1OC(F)F)C2=O (stereo not given) | -2.9 | 38 | 103 | -4 | 7 | -1.3 | 2 | 4 | -31
COc1cc(C(=O)NCC2(c3ccccc3)CCCC2)ccc1OC(C)C | -3.1 | 30 | 94 | -10 | -22 | -3.1 | 0 | -5 | -46
Next part:
SMILES | IMP-1 inh | PHOSPHO1 inh | MEKK3 PB1 HTS | HCV NS3 hel inh | p-CIP stab down | VIM-2 inh | IDE cell activ | UBC9 SUMO inh | FID counter
COc1cc(C2NC(=O)NC(C)=C2C(=O)OCc2ccc(C)cc2)cc(OC)c1OC (stereo not given) | -2.5 | 19 | 107 | -4 | -16 | -3.1 | 5 | -7 | -40
N#Cc1nc(-c2ccc(F)cc2)oc1NCc1ccccc1 | -0.7 | 1 | 96 | -2 | -12 | 0.9 | 3 | 10 | -6
COC(=O)c1cc2n(n1)CCN(Cc1ccccc1Cl)C2=O | -1.9 | 1 | · | 7 | 1 | 0.8 | 5 | 2 | -7
COC(=O)c1ccc(-n2nc(C(F)(F)F)c3c2-c2ccoc2CC3)cc1 | -2.1 | 3 | 112 | 13 | -14 | 0.0 | 1 | 2 | -2
Cc1cccc(-c2ocnc2C(=O)N2CCN(C(=O)c3cccs3)CC2)c1 | -1.5 | 45 | 98 | -3 | 2 | -1.4 | -2 | -6 | -26
O=C(C[n+]1ccc(C(=O)NCc2ccccc2)cc1)c1ccc(OC(F)F)cc1 | -2.9 | 10 | 103 | 4 | 0 | -0.9 | 7 | 7 | 0
COc1ccc(C(=O)N(CCc2ccccc2)Cc2ccccc2)c(OC)n1 | -2.0 | 33 | 102 | -8 | -7 | -2.0 | 4 | 0 | -41
CN(c1nc2ccccc2n2c(C3CC3)nnc12)S(=O)(=O)c1ccccc1 | -2.6 | 56 | 106 | -4 | -2 | -1.1 | -2 | 15 | -5
Cc1ccc(C23CC4CC(CC(CC(=O)N5CCOCC5)(C4)C2)C3)cc1 | -3.7 | -23 | 98 | -3 | 2 | -2.9 | -2 | -10 | -51

The list is partial; count on the stated rates, not on these rows.
